Screening results: PubChem BioAssay, several laboratories
NR5A2 inv ag: LRH-1 (NR5A2) inverse agonists, primary screen, cell-based, luminescence, HEK293T, StAR-luciferase reporter; LRH-1 transfected, 24 h; inhibition, % at 3.6 µM; Nuclear receptor subfamily 5 group A member 2 (Homo sapiens), O00482; actives 0.13% (n = 360,000);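 active = inhibition above the mean inhibition of all tested compounds plus 3 SD, cut at about 73% in these data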;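 note: 0% = DMSO wells and 100% = reporter-only cells lacking LRH-1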
COUP-TFII inh: NR2F2 transcriptional activity inhibitors, primary screen, cell-based, luciferase reporter, HEK293T, luminescence; COUP transcription factor 2 (Homo sapiens), P24468; HEK293T NGFI-A luciferase reporter; inhibition, % at 8.6 µM; actives 0.7% (n = 370,000); AID 686940, 2013;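 active = inhibition above a per-plate cutoff, mean inhibition of test wells between control levels plus 3 SD, cut at about 38% in these data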;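 note: cells cotransfected with COUP-TFII expression vector driving the NGFI-A reporter; 0% = median of COUP-TF2 test wells and 100% = reporter-only cells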
Shn3 inh set2: reduction of Shn3 3'UTR firefly luciferase signal, primary screen, Schnurri-3 inhibitor project, cell-based, Clone20 osteoblasts, set 2; Clone20 osteoblast Shn3 3'UTR firefly luciferase, 24 h; inhibition, % at 12.5 µM; actives 0.52% (n = 360,000); AID 588674, 2011;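 active = mean inhibition of at least 75% with every replicate also reaching 75%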;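 note: 0% = median of neutral control wells and 100% = pilot-screen positive control compound; some compounds past the cut are filed as inactive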
TRAIL sens C8: viability loss with TRAIL in NB7+C8 cells, primary screen, TRAIL sensitizer project, cell-based, ATPlite luminescence | inhibition (viability loss, TRAIL sensitization), % at 10 µM | actives 1% (n = 360,000);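 active = compounds causing at least 50% loss of cell viability in the single-dose screen, relative to plate controls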
SRC1 inh: SRC1 coactivator transcriptional activity inhibitors, primary screen, cell-based, luminescence | Nuclear receptor coactivator 1 (Homo sapiens), Q15788 | HEK293 GAL4-SRC1 luciferase reporter | inhibition, % at 3.6 µM | actives 0.12% (n = 360,000) | AID 588354, 2011;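 active = inhibition above the campaign mean plus 3 SD, with each screening campaign given its own cutoff, cut at about 60% in these data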;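 note: 0% = DMSO treated cells and 100% = gossypol at 36 µM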
Target sequence (Q15788 whole entry, looked up, the tested form may be a part): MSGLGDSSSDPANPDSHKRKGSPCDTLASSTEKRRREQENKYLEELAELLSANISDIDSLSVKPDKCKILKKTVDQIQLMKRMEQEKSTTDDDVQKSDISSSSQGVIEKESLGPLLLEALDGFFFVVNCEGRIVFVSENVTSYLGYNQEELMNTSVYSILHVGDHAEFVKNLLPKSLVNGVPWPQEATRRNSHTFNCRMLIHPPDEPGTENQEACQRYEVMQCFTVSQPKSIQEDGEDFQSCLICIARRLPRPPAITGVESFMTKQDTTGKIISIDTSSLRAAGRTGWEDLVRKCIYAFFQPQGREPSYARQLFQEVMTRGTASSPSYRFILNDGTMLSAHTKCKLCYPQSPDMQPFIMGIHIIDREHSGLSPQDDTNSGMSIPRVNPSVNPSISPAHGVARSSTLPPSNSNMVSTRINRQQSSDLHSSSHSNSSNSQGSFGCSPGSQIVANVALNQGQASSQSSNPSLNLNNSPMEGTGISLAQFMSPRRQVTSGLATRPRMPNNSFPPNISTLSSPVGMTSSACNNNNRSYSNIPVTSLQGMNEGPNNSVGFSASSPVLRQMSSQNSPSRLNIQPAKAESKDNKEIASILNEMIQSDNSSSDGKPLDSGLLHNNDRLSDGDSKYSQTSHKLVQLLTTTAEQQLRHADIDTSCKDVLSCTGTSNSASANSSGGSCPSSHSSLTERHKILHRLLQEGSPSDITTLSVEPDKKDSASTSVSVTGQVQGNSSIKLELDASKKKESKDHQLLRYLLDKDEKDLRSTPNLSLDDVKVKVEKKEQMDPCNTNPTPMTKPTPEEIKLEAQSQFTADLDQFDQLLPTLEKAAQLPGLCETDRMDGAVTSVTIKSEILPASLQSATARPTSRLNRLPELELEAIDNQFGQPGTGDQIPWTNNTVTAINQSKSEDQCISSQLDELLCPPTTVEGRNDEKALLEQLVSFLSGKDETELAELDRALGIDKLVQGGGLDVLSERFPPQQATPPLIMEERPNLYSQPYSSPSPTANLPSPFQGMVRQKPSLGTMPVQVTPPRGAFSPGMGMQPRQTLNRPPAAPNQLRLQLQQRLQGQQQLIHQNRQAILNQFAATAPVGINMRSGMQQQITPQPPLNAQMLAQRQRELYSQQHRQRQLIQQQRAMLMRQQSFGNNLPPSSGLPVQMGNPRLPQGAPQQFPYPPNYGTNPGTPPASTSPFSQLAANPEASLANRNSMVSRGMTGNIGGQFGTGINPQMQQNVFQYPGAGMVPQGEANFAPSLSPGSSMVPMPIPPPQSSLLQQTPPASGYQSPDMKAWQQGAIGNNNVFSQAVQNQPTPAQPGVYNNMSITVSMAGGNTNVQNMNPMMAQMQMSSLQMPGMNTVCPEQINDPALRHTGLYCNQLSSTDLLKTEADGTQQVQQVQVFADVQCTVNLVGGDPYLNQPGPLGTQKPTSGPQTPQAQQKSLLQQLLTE
CF NFkB block: inhibitors of PAF-induced NF-kB signaling, primary screen, cell-based, GFP fluorescence, uHTS | KKLEB NF-kB-GFP reporter, GFP fluorescence overnight | actives 0.86% (n = 360,000) | inhibition, % at 5 µM;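 active = at least 50% inhibition at 5 µM, scaled per plate between neutral and stimulator controls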;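 note: PAF is a Pseudomonas aeruginosa culture filtrate used as stimulus; plate controls were PAF-stimulated DMSO wells for no effect and unstimulated DMSO wells for full effect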
TWEAK Fn14 block: inhibitors of TWEAK-Fn14 signaling, primary screen, luciferase reporter cells, uHTS; actives 2% (n = 360,000); AID 1159606, 2016; inhibition, % at 10 µM; TWEAK-stimulated Fn14 reporter cells, luciferase luminescence, 8 h; in the data active = inhibition above about 50%
LMP1 NFkB inh: EBV LMP1-driven NF-kappaB luciferase reporter inhibitors, primary screen, cell-based, luminescence, single point; LMP1-induced NF-kappaB luciferase reporter cells; inhibition, % at 12.5 µM; actives 0.69% (n = 350,000); in the data active = inhibition above about 41%;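 note: 0% = neutral control wells and 100% = reference inhibitor control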
NCOA3 inh: SRC3 coactivator transcriptional activity inhibitors, primary screen, cell-based, luminescence | Nuclear receptor coactivator 3 (Homo sapiens), Q9Y6Q9 | HEK293 GAL4-SRC3 luciferase reporter | inhibition, % at 3.6 µM | actives 0.17% (n = 360,000) | AID 588352, 2011;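 active = inhibition above a per-campaign cutoff, the mean of all compounds plus 3 SD, cut at about 60% in these data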;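 note: 0% = DMSO-treated cells and 100% = gossypol-treated cells at 36 µM; higher means less SRC3-driven luciferase light from the GAL4 reporter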
KKLEB tox: cytotoxicity in KKLEB CF airway cells, primary screen, cytotoxicity control for CF NF-kB inhibitor project, cell-based, uHTS, fluorescence assay plates; KKLEB CF airway cells viability, ATPlite luminescence, overnight; hits give low values; cells stimulated with P. aeruginosa culture filtrate; activity change (cytotoxicity), % at 5 µM; actives 0.36% (n = 360,000); AID 602141, 2011;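 active = corrected activity change at or below -50% at 5 µM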
TROY NFkB inh: inhibitors of TROY-driven NF-kB signaling, primary screen, Q293 LMP1-TROYcd cells, NF-kB luciferase, uHTS; Q293 LMP1-TROYcd NF-kB luciferase reporter, 4 h; inhibition, % at 10 µM; actives 0.98% (n = 360,000); AID 1347056, 2019;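 active = compounds whose plate-normalised and pattern-corrected inhibition of the luciferase reporter signal at the single screening dose is 50% or more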
Active calls of the source: *; . = not tested or not shown. These rows are one share of the data (hit frequency here may not be typical).

SMILES	NR5A2 inv ag	COUP-TFII inh	Shn3 inh set2	TRAIL sens C8	SRC1 inh	CF NFkB block	TWEAK Fn14 block	LMP1 NFkB inh	NCOA3 inh	KKLEB tox	TROY NFkB inh
O=c1[nH]c2cc(Cl)c(Br)cc2o1	18.6	-3.2	-2.4	-12.8	2.7	0.2	-17.6	68.4*	2.5	-6.1	7.9
Cc1cc(C)c(C(=O)N2CCCC(Nc3ccc(C)c(C)c3)C2)o1 (stereo not drawn)	-29.4	-15.4	-4.8	3.6	3.3	-6.0	0.2	-2.7	1.4	10.4	1.9
Cc1cc(C)n(-c2ccc(C(=O)Nc3nnc(C)s3)cc2)n1	-16.8	-24.9	-7.8	7.2	-12.2	-12.8	-9.9	-3.7	20.1	11.9	-10.8
COc1cc(CN2C[C@@H](CO)O[C@@H](n3cnc4c(N(C)C(C)C)ncnc43)C2)cc(OC)c1OC	-21.1	-14.9	-3.9	4.1	5.5	-23.0	-5.9	.	1.0	7.3	0.3
CCCOc1ccc(-c2cc(C(=O)NCC3CCCO3)c3ccccc3n2)cc1 (stereo not drawn)	-4.5	2.2	-24.0	14.6	-11.9	3.1	2.3	0.3	-9.7	-26.2	-26.3
CC(C)CC(N)c1csc(NC(=O)Nc2ccccc2-c2ccccc2)n1 (stereo not drawn)	-7.9	-27.9	6.6	45.6	-6.4	2.1	1.9	.	-6.5	-10.0	7.6
CN(c1ccc(F)cc1)S(=O)(=O)c1ccc(Cl)c(C(=O)Nc2ccncc2)c1	-3.5	24.4	78.0	1.9	1.8	17.9	49.6	17.6	20.0	-31.9	30.7
CN(Cc1nc2ccccc2n1C)S(=O)(=O)c1ccc(F)cc1	-4.2	1.4	2.8	13.2	-11.9	0.6	-4.4	-4.1	0.9	11.0	-12.3
COc1cccc(/C=N\NC(=O)c2ccc(Cn3cc(Br)c([N+](=O)[O-])n3)o2)c1O	41.8	-2.7	89.1*	41.9	36.3	22.4	-27.9	14.9	60.1	-12.9	-30.3
N#CCCN1CCN(C(=S)c2ccc(-c3cc(Cl)ccc3Cl)o2)CC1	11.3	5.6	2.6	7.0	8.7	11.2	-11.3	-3.0	9.8	-11.3	2.2
COc1ccc(NC(=O)COC(=O)c2cccc(S(=O)(=O)N(C)C)c2)cc1	2.8	13.9	-17.7	7.0	-5.4	-2.5	-0.3	-4.5	6.7	2.0	10.7
O=C(NCc1ccc(F)cc1)Nc1nnc([C@@H]2C[C@H](O)[C@@H](CO)O2)s1	-7.8	14.3	-16.1	5.4	-4.8	-3.6	21.7	.	1.8	-4.8	-8.8
CSc1nnc(-c2cccs2)n1-c1ccccc1	2.9	-5.7	6.8	11.4	2.6	-4.6	-3.0	6.2	9.4	-0.1	-8.0
CCCn1nc(NS(=O)(=O)c2ccccc2[N+](=O)[O-])c2cc3ccccc3nc21	-8.3	0.2	11.1	28.2	-45.6	-22.2	-2.3	14.3	-40.0	17.7	-2.1
C[C@H](NC(=O)c1ccco1)C(=O)N1CCCC1	14.1	-11.2	12.0	-34.1	4.7	-0.3	23.0	0.2	-6.6	2.4	-18.7
CCOc1ccc(NC(=O)CC2C(=O)N(c3ccccc3)C(=O)N2Cc2ccco2)cc1 (stereo not drawn)	-7.9	-2.8	1.9	-1.1	1.4	-36.5	-12.3	-0.2	-12.3	-2.9	7.0
Cc1ccc(C)c(C(=O)NC(C)CCc2ccccc2)c1 (stereo not drawn)	-0.1	34.5	-1.8	-3.5	7.5	-19.9	3.2	-0.2	12.3	5.2	3.7
N=C1C(c2ccccc2)=C(O)CN1CCO	-13.6	0.5	-13.8	1.3	7.6	-0.6	12.8	-2.4	10.0	2.2	3.4
COc1ccc(C(=O)N/N=C(/C)c2cccc(NC(=O)c3ccccc3F)c2)cc1	-23.2	-49.1	-63.5	59.3*	-32.8	17.7	-17.6	-10.1	-36.3	-25.8	-23.3
CN(c1ccc(OCC(=O)OCC(=O)NCc2ccco2)cc1)S(=O)(=O)c1ccc2ccccc2c1	-8.3	-9.5	16.9	-3.2	0.8	0.7	9.8	-6.2	16.1	11.0	-3.5

Entries listed above marked active in Shn3 inh set2.
| smiles | NR5A2 inv ag | COUP-TFII inh | Shn3 inh set2 | SRC1 inh | CF NFkB block | TWEAK Fn14 block | LMP1 NFkB inh | NCOA3 inh |
| --- | --- | --- | --- | --- | --- | --- | --- | --- |
| COc1cccc(/C=N\NC(=O)c2ccc(Cn3cc(Br)c([N+](=O)[O-])n3)o2)c1O | 41.8 | -2.7 | 89.1* | 36.3 | 22.4 | -27.9 | 14.9 | 60.1 |

Continuation:
SMILES	NR5A2 inv ag	COUP-TFII inh	Shn3 inh set2	TRAIL sens C8	SRC1 inh	CF NFkB block	TWEAK Fn14 block	LMP1 NFkB inh	NCOA3 inh	KKLEB tox	TROY NFkB inh
O=S1CC/C(=N\O)c2ccccc21 (stereo not drawn)	-4.1	14.3	9.2	-4.8	-22.1	5.6	-17.2	0.8	1.2	7.0	-5.7
CC(OC(=O)CNS(=O)(=O)/C=C/c1ccccc1)C(=O)Nc1ccc(S(=O)(=O)N2CCCC2)cc1 (stereo not drawn)	5.9	-7.6	-0.5	29.1	-10.3	-1.8	-12.6	3.3	13.3	-3.5	10.7
CC(C)CNC(=O)/C=C/C=C/c1ccc2c(c1)OCO2	5.6	-15.0	-5.8	13.5	-47.8	-16.9	-7.6	-18.7	-28.1	-28.6	-49.7
Cc1ccccc1-c1noc(CCC(=O)NCc2ccco2)n1	4.2	3.5	1.9	-11.7	7.3	6.2	11.6	2.3	2.6	9.3	-33.0
O=C(CCCc1ccccc1)NCCc1ccccc1	-10.2	-23.2	-31.1	-13.8	-45.4	10.1	-21.3	-12.9	-28.2	-14.3	-52.2
C[C@@H]1CC=C[C@H]2[C@H]1C(=O)N(Cc1ccccc1)[C@H]2c1ccc(-c2ccoc2)cc1F	23.4	15.8	-6.9	13.9	-1.6	38.7	21.3	-6.1	-29.2	-21.8	19.7
NNC(=O)CSc1cccc2cccnc12	-14.2	2.0	-7.4	-9.3	-15.1	-29.5	5.4	-2.6	10.0	16.9	6.5
Cc1[nH]c2ccccc2c1C(=O)CSc1nc2cc(S(=O)(=O)N3CCCCC3)ccc2o1	2.1	18.7	50.7	14.2	7.0	13.9	54.9*	12.6	6.5	2.2	-10.6
COc1ccccc1CNC(=O)C1CCCC1	-3.0	5.5	-18.0	-11.9	-4.0	8.4	15.7	-10.2	-3.3	-7.7	-4.1
Cc1oc(-c2ccccc2F)nc1CS(=O)(=O)CC(=O)NCCCN1CC(C)CC(C)C1 (stereo not drawn)	13.9	15.5	-4.5	3.3	2.2	-4.0	-9.0	1.2	-38.7	5.6	8.8
O=C(CSc1ccc(-c2cccnc2)nn1)Nc1ccc(F)cc1	-18.0	9.6	-4.4	-2.1	-28.1	1.4	-4.9	-9.0	-4.4	12.4	12.9
CC(C)C(=O)NNC(=O)c1ccccn1	-10.2	14.1	6.4	-10.5	1.4	-3.6	6.5	-3.2	9.1	5.4	3.1
COc1ccc(-c2nc(SC)n(C(=O)c3ccco3)n2)cc1	-61.8	-16.3	-23.1	8.4	-43.8	-1.8	-2.0	4.6	-26.8	3.1	1.1
CCSc1nnc(NC(=O)c2cc3c(s2)CCCC3)s1	-38.5	-16.3	-23.6	11.9	-34.7	20.6	-29.7	-12.3	-22.5	-9.1	-65.2
COc1ccccc1-c1cnc(C(O)c2cc(C)ccc2C)[nH]1 (stereo not drawn)	4.6	-11.8	23.2	-9.0	3.3	-49.4	-23.7	.	0.6	14.2	-0.3
COc1ccccc1Cc1noc(-c2cc(Cl)ccc2OC)n1	3.2	7.3	7.4	-3.5	-49.1	2.3	-16.7	-9.7	2.2	-6.0	-15.8
Cc1nc(SCC(=O)NC2CCCCC2C)c(C#N)c(C)c1C (stereo not drawn)	-1.4	25.0	-9.3	14.5	-5.9	4.4	-4.5	5.9	-18.3	-12.3	-0.8
CCN(CC)C(=O)/C(=C/c1ccc(F)cc1)NC(C)=O	2.9	6.5	-20.9	-6.0	-9.3	14.7	6.9	-0.5	11.3	11.6	-1.1
C#CCOc1c(/C=C\c2nc(O)c([N+](=O)[O-])c(=O)[nH]2)cc(Br)cc1OC	15.7	5.8	-1.8	7.2	10.3	9.5	14.4	-5.5	-10.6	-0.2	12.4
Cc1c(NC(=O)CSc2nnc(N)s2)c(=O)n(-c2ccccc2)n1C	-12.0	14.3	10.2	4.0	5.0	-7.0	4.8	-1.3	-0.9	7.0	15.6
CN(CC(=O)N1CCCCC1)S(=O)(=O)c1ccc(Cl)cc1	-3.1	10.8	-6.2	3.4	-24.3	-1.6	-2.9	4.0	6.4	6.6	-6.6
CC(OC(=O)CNS(=O)(=O)c1ccc(C#N)cc1)C(=O)Nc1cccc(C#N)c1 (stereo not drawn)	-2.5	23.0	-21.2	14.4	-8.9	22.1	-5.0	-9.2	-9.3	-6.8	15.3
CCN(CC)C(=O)COc1ccc(N(C)S(=O)(=O)c2ccc(NC(C)=O)cc2)cc1	6.7	-3.5	-10.1	-26.9	-5.2	8.2	14.3	14.8	11.3	4.9	7.8
COc1cccc(C(=O)OCC(=O)c2ccc(S(=O)(=O)N3CCCCC3)cc2)c1OC	-6.4	13.2	9.6	-0.9	-20.5	-7.5	-3.8	0.5	8.1	-5.6	8.2
CSc1ncccc1C(=O)Nc1ccncc1	23.0	-2.1	-3.3	-0.4	-33.3	17.7	9.1	0.4	-17.1	-0.8	8.4
CCOC(=O)CCCCNCc1ccccc1	-12.7	9.9	3.9	0.8	-4.1	-16.2	0.8	3.3	-0.8	6.3	-2.6
CNC(=O)C1=C(C)n2c(nc3ccccc32)NC1c1ccc(OC)cc1 (stereo not drawn)	0.3	-11.7	-18.7	-5.5	-30.6	-18.1	-21.5	-6.1	4.5	8.9	-51.0
COc1ccccc1N(CC(=O)NC1CCCC1)C(=O)CCC(=O)Nc1ccccn1	4.7	0.8	5.5	12.0	-1.1	1.5	7.2	-2.2	0.3	7.6	-2.6
COc1ccc(-c2ccc(NCCN3CCOCC3)nn2)cc1OC	-5.7	1.6	10.5	9.5	-10.7	-17.0	7.5	-51.8	-14.9	-2.8	-31.2
Cc1ccc(-n2c(SCC(=O)N/N=C/c3ccccc3C(=O)O)nnc2-c2ccc(Cl)cc2)cc1	2.0	3.7	-3.1	0.7	-6.5	0.9	2.1	-5.6	-0.5	6.5	3.4
O=C(O)CCc1ccc(-c2cccs2)n1CC(=O)Nc1ccccc1C(F)(F)F	0.8	18.5	-19.0	1.2	-14.6	-15.2	15.3	-5.4	-9.6	17.5	0.4
